# Source: PubChem (ICCB-Longwood Screening Facility, Harvard Medical School)
# Polio RdRp inh = poliovirus RdRp elongation inhibitors, primary screen, biochemical, fluorescence polarization, total intensity; Genome polyprotein (Poliovirus type 1 (strain Mahoney)), P03300; poliovirus polymerase elongation; active compounds read low; % elongation, % (compound at 16.7 µg/mL); 0.66% of 150,000 active; in the data active means % elongation below about 90%; further: some results filed as inactive read as strong as hits
# Target sequence (P03300 1749-2209 limits assumed): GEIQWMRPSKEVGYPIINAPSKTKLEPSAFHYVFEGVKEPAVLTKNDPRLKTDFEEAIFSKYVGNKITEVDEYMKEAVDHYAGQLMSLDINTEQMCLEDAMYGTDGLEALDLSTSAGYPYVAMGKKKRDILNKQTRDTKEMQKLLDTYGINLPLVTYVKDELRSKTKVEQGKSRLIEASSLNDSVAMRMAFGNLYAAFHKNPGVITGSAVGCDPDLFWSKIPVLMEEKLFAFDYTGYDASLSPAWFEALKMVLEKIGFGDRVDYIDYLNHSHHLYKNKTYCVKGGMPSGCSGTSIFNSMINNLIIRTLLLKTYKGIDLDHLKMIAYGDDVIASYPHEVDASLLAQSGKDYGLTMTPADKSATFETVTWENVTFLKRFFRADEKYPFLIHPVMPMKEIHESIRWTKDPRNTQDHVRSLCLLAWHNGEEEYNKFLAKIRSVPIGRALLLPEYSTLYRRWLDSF
# Polio RdRp inh FP z-score = also measured in Polio RdRp inh; calls as there; z-score; measured here: FP z-score; hits read low
# * hit, by the source's call. Not all compounds are listed; the hit share may differ from the screen's.
SMILES,Polio RdRp inh,Polio RdRp inh FP z-score
COc1ccc(OC)c(S(=O)(=O)Nc2ccc3c(c2)n(C)c(=O)n3C)c1,102.0,-0.8
COc1ccc(OCC(O)CNS(=O)(=O)c2ccc(-c3ccccn3)s2)cc1 (centres undefined),99.0,-0.6
Cc1nn(C)c(C)c1/C=N/NS(=O)(=O)c1ccccc1,106.0,0.3
CC(=O)Nc1ccc(NS(=O)(=O)c2c(C(=O)N3CCC(C)CC3)c(C)n(C)c2C)cc1,100.0,-1.4
FC1(F)C2C3C=CC(O3)C2C1(F)F (centres undefined),100.0,0.1
CC(C)c1nc2ccc(N)cc2s1,101.0,-0.1
CCS(=O)(=O)Nc1cc2c3c(n(S(=O)(=O)CC)c2cc1C)CCC3,101.0,-0.2
CCCOc1ccc(C2c3c(-c4c(C)cc(C)cc4O)n[nH]c3C(=O)N2CCO)cc1 (centres undefined),108.0,0
Cc1ccc(N2CC(NC(=O)c3ccc(S(=O)(=O)N4CCCCC4)cc3)CC2=O)cc1 (centres undefined),109.0,0.4
O=c1[nH]cnc2c1cnn2-c1ccc(C(F)(F)F)cn1,99.0,-0.9
Cc1cc(C(=O)CN2c3cccc4cccc(c34)S2(=O)=O)c(C)n1C,105.0,0.3
CC1Cc2ccccc2N1C(=O)c1cc2ccccc2oc1=O (centres undefined),102.0,0
C/C(=N\NC(=O)CSc1nnc(SCc2ccccc2)s1)c1ccco1,104.0,0.4
CC(C)(CNC(=O)/C=C/c1ccc(Br)cc1)N1CCOCC1,106.0,0.6
CN(C)C(=O)c1ccc(N)cc1,94.0,-1.1
CCOc1cc(C(=O)Nc2cc3c(cc2N2CCCC2)n(C)c(=O)c(=O)n3C)cc(OCC)c1OCC,100.0,-3.4
CCOc1ccccc1NC(=O)c1ccc2oc(=O)c(S(=O)(=O)c3ccc(F)cc3)cc2c1,104.0,-0.9
Cc1cccc(C)c1OCC(=O)Nc1nonc1-c1ccc(Br)cc1,105.0,-0.2
CC(=O)Nc1ccccc1-c1nc2ccccc2n(CC(=O)Nc2cccc(C)c2C)c1=O,112.0,0.9
CSc1ccc(-c2nc3cccc(C)n3c2Nc2ccc3c(c2)OCO3)cc1,106.0,0.4
CCc1ccc(OCC(=O)OCCN2CCCC2=O)cc1,102.0,0.5
O=C(CN(C1CCCCC1)S(=O)(=O)c1ccccc1)NCc1ccco1,102.0,0.2
N#CCc1ccsc1,100.0,-0.1
CC(C)(C)C(=O)c1sc2nc3c(c(-c4cccs4)c2c1N)CCC3,111.0,0.9
CC1CCCC(C)N1C(=O)COC(=O)c1ccc(C#N)cc1 (centres undefined),104.0,0.9
# (listing goes on)
SMILES,Polio RdRp inh,Polio RdRp inh FP z-score
O=C1OC(Oc2cccc3cccnc23)(c2ccccc2)c2ccccc21 (centres undefined),101.0,0.1
COC(=O)c1c(C)n(S(C)(=O)=O)c2ccc(N(C(C)=O)S(C)(=O)=O)cc12,102.0,0.2
O=C(Nc1ccc(C(=O)OCc2cc(=O)n3c4c(sc3n2)CCCC4)cc1)c1cccc(F)c1,107.0,0.2
CCC(=O)N1CCc2cc(S(=O)(=O)NC(CC(C)C)C(=O)NCCc3ccccc3)ccc21 (centres undefined),101.0,-0.4
Cc1c(C(=O)N(Cc2ccc(N(C)C)cc2)C2CCS(=O)(=O)C2)oc2ccccc12 (centres undefined),106.0,0.1
O=c1c(Cl)c[nH]n(-c2ccccc2)c1=O,100.0,0.1
COc1ccc(CNC(=O)CCc2c(C)nn(-c3ccc(N4CCOCC4)nn3)c2C)c(OC)c1,107.0,0.2
CCCCOc1ccc(-c2nnc(-c3ccco3)n2-c2ccccc2)cc1,100.0,-0.2
O=C(CCSCc1ccc(Cl)cc1)NCc1ccc(F)cc1Cl,106.0,-1.1
Cc1cccc(C(=O)NCC(=O)N(C)Cc2nc3ccccc3c(=O)[nH]2)c1,102.0,-0.3
COc1cc(C(=O)N(CCC#N)C2CC(C)CC(C)(C)C2)cc(OC)c1OC (centres undefined),103.0,-0.1
Cc1ccc2c(c1)sc1nc(-c3ccccc3Cl)cn12,100.0,0
Cc1cccn2c(=O)c3cc(C(=O)NC(C)(C)C)n(C)c3nc12,108.0,0.3
O=C(O)C1CCN(c2ncnc3ccccc23)CC1,102.0,0.1
Cn1c(CNC(=O)C2CCCCC2)cc2cc(Cl)ccc21,104.0,0.7
COC(CNC(=O)C1CCC(CNS(=O)(=O)c2ccccc2)CC1)OC (centres undefined),103.0,0.7
Cn1nc(CC(=O)Nc2ccc(-c3nnc4n3CCCCC4)cc2)c2ccccc2c1=O,98.0,-0.4
O=C(NCc1ccc2[nH]c3c(c2c1)CCCC3)Nc1ccccc1,102.0,0
COc1ccc2c(CC(=O)Nc3ccc(C)cc3)coc2c1,102.0,-0.9
CS(=O)(=O)CCOC(=O)c1cccc(Br)c1,104.0,0.2
CC1(C)C(=O)OC(c2ccco2)C(C)(C)C1=O (centres undefined),106.0,0.2
CCn1nc(C)c(/C=N/NC(=O)c2cc(C3CC3)nc3ccccc23)c1C,102.0,0.1
Cc1ccc(N/N=C2/CCc3ccccc3C2=O)cc1,99.0,-0.1
COc1ccc(CNC(=O)CCCn2c(=O)oc3ccccc32)cc1,101.0,0.4
Cc1nn2c(nc1=O)SCC(c1ccccc1)=N2,104.0,0.9
# Following part:
SMILES,Polio RdRp inh,Polio RdRp inh FP z-score
CC(C)(C)c1nnc(Nc2ccc(Nc3ccccc3)cc2)[nH]c1=O,100.0,-0.1
O=C(COc1ccccc1)N(Cc1cccnc1)c1nc2c(F)cc(F)cc2s1,105.0,-0.3
C1CCOC2(CCC3(CC2)OCCCCO3)OC1,101.0,0.3
COc1ccc(NC(=O)CC2C(=O)N(c3ccc(C)cc3)C(=O)N2Cc2ccc(C)cc2)cc1 (centres undefined),105.0,0.1
CC(C)C(NC(=O)C12CC3CC(CC(C3)C1)C2)C(=O)Nc1nc2ccccc2s1 (centres undefined),100.0,-0.2
O=C(Oc1ccc2c(c1)OCO2)C1CCCCN1S(=O)(=O)c1ccccc1 (centres undefined),102.0,-0.1
CCOc1ccc(CN(CCc2ccc3c(c2)OCO3)Cc2cc(OC)ccc2O)cc1,107.0,0.4
Cc1ccc(CNC(=O)c2ccc3c(c2)N(Cc2ccccc2)C(=O)c2ccccc2S3(=O)=O)cc1,107.0,0.6
C/C(=N\NC(=O)NC1CCCCC1)c1ccc2c(c1)OCO2,103.0,0
COc1ccc(C2SCCN2C(=S)Nc2cccc(C(F)(F)F)c2)cc1 (centres undefined),103.0,0.4
c1ccc(-c2csc3ncnc(NCCCn4ccnc4)c23)cc1,101.0,-0.6
Cc1nn(Cc2nnc(SCc3c(Cl)cccc3Cl)o2)c(C)c1Br,103.0,-0.5
Cc1ccc(C2C(NC(=O)c3ccccc3)C(=O)N2c2ccc(C)cc2)cc1 (centres undefined),102.0,0
N#C/C(=C\c1ccc(F)cc1)c1nc(-c2ccc(-c3ccccc3)cc2)cs1,106.0,0.4
O=C(CCCC(=O)Nc1nccs1)Nc1nccs1,103.0,0.4
COc1ccc(/C=C/c2nc(C#N)c(N3CCC(C(N)=O)CC3)o2)cc1OC,108.0,0
CCOC(=O)C1(C(=O)OCC)CCN(S(=O)(=O)c2ccc(C)cc2)c2ccccc2C1=O,107.0,0.2
Cc1cc2ncn(S(=O)(=O)c3ccc(S(=O)(=O)NC4CCCCC4)cc3)c2cc1C,104.0,0.6
Cc1cccc(N(C)C(=O)c2cc(S(=O)(=O)N3CCCC3)cn2C)c1,108.0,0.2
COc1cccc(NC(=O)NCCN2CCN=C2C)c1,108.0,0.5
Cc1nn(CC(=O)O)c(=O)c2cccn12,102.0,0.2
O=C(N/N=C1\CCS(=O)(=O)c2ccc(F)cc21)c1ccc2c(c1)OCO2,102.0,-1.2
Cc1ccccc1CNC(=O)CCCn1c(=O)c2cccn2c2ccccc21,111.0,0.8
COc1ccc(-c2cnc(C)o2)cc1S(=O)(=O)Nc1c(C)cc(C)cc1C,100.0,-1.3
CCN(CC)c1ccc(C(=O)c2ccc(N(CC)CC)cc2)cc1,99.0,-0.2

# Part of the list above, with two lines to a compound.
# Sequence of screens – Polio RdRp inh | Polio RdRp inh FP z-score
- Cc1ccc(C2C(NC(=O)c3ccccc3)C(=O)N2c2ccc(C)cc2)cc1 (centres undefined)
  102.0 | 0
- COc1cccc(NC(=O)NCCN2CCN=C2C)c1
  108.0 | 0.5
- O=C(Oc1ccc2c(c1)OCO2)C1CCCCN1S(=O)(=O)c1ccccc1 (centres undefined)
  102.0 | -0.1

# Going on with the list:
SMILES,Polio RdRp inh,Polio RdRp inh FP z-score
CCOC(=O)c1ccccc1NC(=O)c1sc2nc3n(c(=O)c2c1C)CCCC3,113.0,1.3
O=C(c1ccccc1)C(Sc1nc2ccccc2[nH]1)c1ccccc1 (centres undefined),103.0,0.4
COc1ccc(-c2nc(SCC(=O)NC3CCCC3)c(-c3ccc(F)cc3)[nH]2)cc1OC,109.0,-0.9
CC(=O)N1CCC(O)(c2ccc3c(c2)OCO3)CC1,101.0,-0.5
Cc1cc(C)nc(NC(=S)c2ccc(NC(=O)/C=C/C(=O)O)cc2)n1,105.0,0
CCn1c2ccccc2c2cc(C3C(C#N)=C(N)Oc4n[nH]c(C(C)C)c43)ccc21 (centres undefined),102.0,-0.1
COc1ccc(CNc2oc(-c3ccc(COc4ccc(Cl)cc4)o3)nc2C#N)cc1,109.0,0.5
NC(CC(=O)O)c1ccc2c(c1)OCO2 (centres undefined),100.0,-0.3
CCN(CC)C(=S)C(=O)Nc1cc(C(F)(F)F)cc(C(F)(F)F)c1,86.0*,-1.6*
COc1ccc2cc(C#N)c(=S)[nH]c2c1,97.0,-1.1
O=C1CNC(=O)/C1=C\c1ccc(O)cc1,106.0,0.8
CCOc1ccc(S(=O)(=O)Nc2ccccc2C(=O)Nc2nn[nH]n2)cc1,104.0,0
COc1ccc(-c2cc(=O)c3ccc(OC)cc3o2)cc1,101.0,-0.1
CCSc1nc2c(c(=O)[nH]c(=O)n2C)n1Cc1ccc(C)cc1,104.0,-0.1
Cn1c2ccc(F)cc2c2nc3n(c(=O)c21)CCS3,103.0,0.3
CCCCCOc1ccc(/C=C/C(=O)Nc2sc(C(C)=O)c(C)c2C(=O)OCC)cc1OC,107.0,0.9
COc1ccc(OC)c(CCNc2nc3ccccc3c3nc(-c4cccnc4)nn23)c1,103.0,-0.4
Cn1c(=O)c2c(nc(NCCc3ccccc3)n2Cc2ccc(Cl)c(Cl)c2)n(C)c1=O,111.0,0.1
CCOC(=O)C1CCN(C(c2ccc(F)cc2)c2sc3nc(-c4ccco4)nn3c2O)CC1 (centres undefined),107.0,0.2
Cc1c(C(=O)c2ccccc2)c(=O)n(C)c(=O)n1C,98.0,-1.2
CCOc1nc(NC(=O)NC(=O)c2c(F)cccc2F)nc(-c2ccccc2)n1,101.0,-0.2
Cc1ccc(C(=O)Nc2c(C)nc3ccccn3c2=O)cc1,99.0,-2
Cc1noc(-c2ccc(-c3noc(-c4cccc(Cl)c4)n3)cc2)n1,110.0,0.7
COc1ccccc1C1=NOC(C(=O)NC2CCCC2)C1 (centres undefined),103.0,0.4
COc1cc(/C=C2/SC(=NCc3ccccc3)N(Cc3ccccc3)C2=O)cc(OC)c1OC,113.0,1

# Compounds from the list above with a furan ring, fused or not, in the order listed:
SMILES,Polio RdRp inh,Polio RdRp inh FP z-score
C/C(=N\NC(=O)CSc1nnc(SCc2ccccc2)s1)c1ccco1,104.0,0.4
O=C(CN(C1CCCCC1)S(=O)(=O)c1ccccc1)NCc1ccco1,102.0,0.2
Cc1c(C(=O)N(Cc2ccc(N(C)C)cc2)C2CCS(=O)(=O)C2)oc2ccccc12 (centres undefined),106.0,0.1
CCCCOc1ccc(-c2nnc(-c3ccco3)n2-c2ccccc2)cc1,100.0,-0.2
COc1ccc2c(CC(=O)Nc3ccc(C)cc3)coc2c1,102.0,-0.9
CC1(C)C(=O)OC(c2ccco2)C(C)(C)C1=O (centres undefined),106.0,0.2
COc1ccc(CNc2oc(-c3ccc(COc4ccc(Cl)cc4)o3)nc2C#N)cc1,109.0,0.5
CCOC(=O)C1CCN(C(c2ccc(F)cc2)c2sc3nc(-c4ccco4)nn3c2O)CC1 (centres undefined),107.0,0.2

# Additional records:
SMILES,Polio RdRp inh,Polio RdRp inh FP z-score
O=c1cc(-c2ccc(O)cc2)oc2c(C3O[C@H](CO)[C@@H](O)[C@H](O)[C@H]3O)c(O)cc(O)c12 (some centres undefined),99.0,-0.1
Cn1c(=O)n(C2CCCCC2)c(=O)c2ccccc21,108.0,2.8
C=CCNC(=O)c1ccc(COc2ccccc2Cl)o1,100.0,-0.7
CCN(CC)CCNC(=O)CN1C(=O)CSc2ccc(S(=O)(=O)N3CCOCC3)cc21,114.0,0.9
CC(=O)c1ccc(N2C(=O)N(Cc3cc(C)ccc3C)c3ccccc3S2(=O)=O)cc1,111.0,0.9
Cc1ccc(NC(=O)c2cccc3c2C(=O)N(Cc2cccnc2)C3)cc1F,103.0,0.9
Nc1nnc(SCC(=O)NC2CCCCC2)s1,104.0,0.8
CN(C)C(=S)Nc1cccc2ccccc12,103.0,0.3
CCOC(=O)Cn1nc(NC(=O)c2ccc(C(=O)OC)cc2)cc1C,99.0,-1.3
Cc1nn(CC(=O)NCc2cccnc2)c(=O)c2ccccc12,102.0,0.1
CCCc1nn2c(=O)cc(COc3ccc(NC(=O)C(C)C)cc3)nc2s1,99.0,-1
CSCCC(NS(=O)(=O)c1ccc2c(c1)oc(=O)n2C)C(=O)N1CCN(c2cc(C)ccc2C)CC1 (centres undefined),104.0,0
OCc1ccccc1CNc1cccc2ccccc12,98.0,-0.5
COc1ccc(OC)c(NC(=O)CS(=O)(=O)Cc2nc(-c3ccc(C)cc3)oc2C)c1,105.0,0
O=C(Nc1cccc(-c2nc3ccccc3[nH]2)c1)c1ccccc1,106.0,0.4
Cc1cc(-c2ccc(C(C)C)c(S(=O)(=O)NCCN3CCC(C)CC3)c2)on1,100.0,-0.7
Cn1ncc2c(O/N=C(\N)c3ccc(C(F)(F)F)cc3)ncnc21,103.0,0.5
Cc1ccc(NC(=O)c2nccnc2C(=O)O)cc1,102.0,0.1
O=C(NCCCN1CCCC1)c1noc2c1CCCCC2,104.0,0.4
COc1ccccc1NC(=O)NCCN1CCN(c2cccc(Cl)c2)CC1,106.0,-0.8
COc1ccc(-n2c(SCC(=O)/C(C#N)=C(\C)N)nc3ccccc3c2=O)cc1OC,99.0,-0.1
CSc1cccc(NC(=O)CN(C)S(=O)(=O)c2ccccc2)c1,102.0,0.6
